# High-throughput results from PubChem BioAssay.
# GAA glycogen mod: GAA glycogen-cleavage inhibition or activation. 300,000 tested, 0.38% active. P10253. Potency, µM (series often up to 76.4 µM), without a hit: at the top dose activity change, negative = inhibition, most hits filed as inhibitors. AID 2100. recombinant GAA, glycogen substrate, Amplex Red glucose oxidase fluorescence;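 further: 0% = full enzyme reaction and -100% = no-enzyme basal signal; the screen sought inhibitors and activators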
#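 Recombinant human alpha-glucosidase (4 nM final) hydrolysed bovine liver glycogen (30 ug) for 40 min at 37 C in pH 5.0 citrate/phosphate with 0.01% Tween-20. Released glucose detected by glucose oxidase/Amplex Red, Ex 573/Em 610 nm. Compounds up to 77 uM; AC50 from Hill fits.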
# L3MBTL1 inh: blocks human L3MBTL1; Q9Y468; AlphaScreen L3MBTL1–H3K9me1 peptide binding; Potency, µM (doses to about 57.1 µM), for inactives: at the top dose activity, negative = inhibition, usual class: inhibitors; 230,000 tested, 0.66% active; AID 485360; further: nearly all actives have a fitted effect of over 60% in size
#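 AlphaScreen proximity signal between nickel-chelate acceptor and streptavidin donor beads (final 10 ug/mL) reports binding of 50 nM L3MBTL1 to 75 nM biotin-H3 K9me1 peptide; complex incubated with compounds 30 min at room temperature; cefsulodin titration as control.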
# RGS12 GoLoco inh: blocks human Gai1 binding to RGS12 GoLoco peptide, red readout; Potency, µM (top dose mostly 61.6 µM), for inactives: at the top dose activity, negative = inhibition, most hits filed as inhibitors; Gai1:RGS12 GoLoco peptide FP, rhodamine, 10 min; AID 880; P63096; 230,000 tested, 0.44% active; active means well fitted inhibition curve with a large enough effect, not every such curve was filed as active; inactive means no such curve, though single readings can be large or run the other way; further: nearly all actives have a fitted effect of over 30% in size; many of its hits are not listed in these tables
# Target sequence (P63096 whole entry, looked up): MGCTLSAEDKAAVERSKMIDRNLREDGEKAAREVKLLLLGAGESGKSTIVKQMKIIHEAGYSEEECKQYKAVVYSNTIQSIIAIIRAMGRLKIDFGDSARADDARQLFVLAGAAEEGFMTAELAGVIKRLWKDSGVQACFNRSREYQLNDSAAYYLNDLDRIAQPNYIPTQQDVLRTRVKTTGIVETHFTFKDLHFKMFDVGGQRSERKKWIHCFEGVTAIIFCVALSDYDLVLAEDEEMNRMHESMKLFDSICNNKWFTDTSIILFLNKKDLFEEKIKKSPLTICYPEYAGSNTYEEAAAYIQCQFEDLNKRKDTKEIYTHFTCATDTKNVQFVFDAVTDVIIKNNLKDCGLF
# GAA inhib: blocks human lysosomal alpha-glucosidase; P10253; purified human GAA, 4-MU-alpha-glucoside fluorescence; Potency, µM (highest dose often 76.9 µM), for the others: top-dose activity change, negative = inhibition, usual class: inhibitors; 200,000 tested, 0.005% active;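 further: plate controls were uninhibited enzyme wells for no effect and no-enzyme background for full effect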
#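 Enzyme (4 nM final) mixed with compound (up to 77 uM), then 4-MU-alpha-D-pyranoside (400 uM final) added; 20 min at room temperature, pH 5.0. Reaction stopped at pH 10, fluorescence read, AC50 derived by Hill fit.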
# TRb-SRC2 inh: inhibitors of human thyroid hormone receptor beta-SRC2 interaction; P10828; TRbeta-SRC2 peptide binding, fluorescence polarization; receptor liganded with 1 µM T3; Potency, µM (highest dose often 106 µM), without a hit: at the top dose activity change, negative = inhibition, usual class: inhibitors; 280,000 tested, 0.065% active; AID 1469;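 further: plate controls were bound peptide for no effect and peptide without receptor for full effect; nearly all actives have a fitted effect of over 50% in size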
# Target sequence (P10828 whole entry, looked up): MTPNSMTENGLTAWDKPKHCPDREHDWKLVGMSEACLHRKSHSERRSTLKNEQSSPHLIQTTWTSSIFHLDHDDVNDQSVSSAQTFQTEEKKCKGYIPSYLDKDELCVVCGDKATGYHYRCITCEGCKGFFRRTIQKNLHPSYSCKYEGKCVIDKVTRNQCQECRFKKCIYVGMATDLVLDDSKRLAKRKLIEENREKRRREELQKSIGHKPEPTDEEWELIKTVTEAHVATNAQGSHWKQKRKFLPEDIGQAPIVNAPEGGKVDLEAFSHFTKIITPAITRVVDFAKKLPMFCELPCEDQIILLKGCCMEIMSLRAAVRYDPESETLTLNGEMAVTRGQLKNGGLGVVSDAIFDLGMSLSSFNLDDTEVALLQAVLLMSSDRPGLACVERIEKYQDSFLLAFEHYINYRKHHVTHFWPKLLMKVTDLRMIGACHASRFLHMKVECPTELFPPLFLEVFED
#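 Assay buffer: 20 mM Tris-HCl, 100 mM NaCl, 10% glycerol, 1 mM EDTA, 0.01% NP-40, 1 mM DTT, 1 uM T3, 5% DMSO; TRb LBD 0.6 uM, Texas Red SRC2 20 nM; FP after 5 hr.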
# aGlu spleen mod: lysosomal alpha-glucosidase (human) modulation | Potency, µM (top dose mostly 79.9 µM), without a hit: at the highest dose activity change, negative = inhibition, hits mostly inhibitors | AID 2112 | P10253 | 240,000 tested, 0.006% active | human spleen homogenate, 4-MU-alpha-glucoside fluorescence;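 further: 0% = enzyme with vehicle and -100% = no enzyme basal signal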
#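 Compounds were titrated against alpha-glucosidase in spleen homogenate at pH 5.0, with 1 mM 4-methylumbelliferyl substrate for 40 min at 37 C. Reactions were quenched with pH 10 NaOH/glycine and fluorescence measured.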
# RECQ1 inh: blocks DNA unwinding by human RECQ1. P46063. RECQ1 DNA unwinding, red fluorescence kinetic read. Potency, µM (doses to about 57.3 µM), for inactives: at the top dose activity, negative = inhibition, most hits filed as inhibitors. 240,000 tested, 0.54% active;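 further: plate controls were vehicle for no effect and no enzyme for full effect; nearly all actives have a fitted effect of over 30% in size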
#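 RECQ1T1 50 nM; forked duplex (20 bp + 30-nt ss tails) 200 nM, ATP 2 mM final; pH 8.0, 2 mM MgCl2, 2.5 ug/ml poly(dI-dC); 15 min compound preincubation; discontinuous kinetic read over 2 h at RT.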
# TR SRC2 fluor cs: alters Texas Red total fluorescence, flagging assay interference | 280,000 tested, 0.29% active | AID 1479 | Potency, µM (titrated, usually from 106 µM), without a hit: at the top dose fluorescence change, negative = quenching | TRb/SRC2 Texas Red total fluorescence interference; active means well fitted curve in either direction with a large enough effect; inconclusive means small, poorly fitted or top-dose-only effect
#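 Human TRβ ligand-binding domain (0.6 uM) and Texas Red SRC2 peptide (20 nM) in Tris buffer with 1 uM T3 and 5% DMSO were incubated with pinned compound for 5 hr at ambient temperature. Total fluorescence was computed as S + 2P (555/632 nm).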
# * = called active by the depositor; i = inactive; ? = inconclusive; . = not tested or not shown; & = joins results of further samples; [ ] = remark or other dose. Unless noted, the call rests on the fitted dose curve; in most records, active means well fitted curve in the direction sought with a large enough effect; inconclusive means small, poorly fitted or top-dose-only effect, or another doubt; inactive means no such curve, though single readings can be large; an effect the other way counts as inactive or inconclusive. Unless noted, on the % scale 0 is the no-effect control and ±100 the full control effect; potency means the concentration at half of the fitted maximal effect. A portion of the library, so the mix of outcomes need not match the whole.
# The opening two compounds (preview)
SMILES,RGS12 GoLoco inh,aGlu spleen mod,GAA glycogen mod,L3MBTL1 inh,TR SRC2 fluor cs,TRb-SRC2 inh,GAA inhib,RECQ1 inh
CCCCN(C)C(=O)c1oc2ccc(S(=O)(=O)N3CCCCCC3)cc2c1C,0%,0%,-1%,4%,-3%,-2%,2%,-12%
CCc1cc(CNC(=O)CCc2nnc(CCCc3ccccc3)o2)on1,5%,-1%,-4%,8%,0%,5%,0%,i

# The whole of this part, from the start:
SMILES,RGS12 GoLoco inh,aGlu spleen mod,GAA glycogen mod,L3MBTL1 inh,TR SRC2 fluor cs,TRb-SRC2 inh,GAA inhib,RECQ1 inh
CCCCN(C)C(=O)c1oc2ccc(S(=O)(=O)N3CCCCCC3)cc2c1C,0%,0%,-1%,4%,-3%,-2%,2%,-12%
CCc1cc(CNC(=O)CCc2nnc(CCCc3ccccc3)o2)on1,5%,-1%,-4%,8%,0%,5%,0%,i
N#Cc1cccnc1Oc1ccccc1,4%,18%,-6%,-22%,3%,6%,-17%,13%
CCc1nnc(NC(=O)C2Cc3ccccc3CN2S(=O)(=O)c2ccc(C)cc2)s1 (centres undefined),14%,-6%,-6%,-3%,2%,-1%,9%,-20%
Cc1cc(CN2CCCC(CNC(=O)c3ccc(F)cc3)C2)cc(C)c1O (centres undefined),-3%,4%,-8%,-2%,1%,3%,?,i
COC(=O)c1sccc1NC(=O)c1cc(-c2ccc(C)cc2)nc2ccccc12,6%,-6%,2%,7%,-1%,-1%,-1%,i
Cc1cc(=O)c2ccc(Cl)cc2[nH]1,6%[136 µM],-5%[181 µM],1%,5%,3%[201 µM],4%[201 µM],1%[15.4 µM],0%
Cn1cccc1/C=N/N1CCN(Cc2ccccc2)CC1,13%,2%,-11%,-24%,0%,-7%,-4%[15.4 µM],i
O=C(CSc1nc2ccccc2s1)Nc1cc(C(=O)O)cc(C(=O)O)c1,23%,8%,1%,.,-1%,1%,5%,16%
CCOC(=O)c1ccc(CNCc2ccc(C)cc2)cc1,-12%,1%,15%,14%,-25%,-1%,-11%,-7%
C=C1CCC(=O)C(C)CCC2C1CC2(C)C (centres undefined),2%,-4%,.,.,-1%,-2%,.,-6%
CC(C)(C)OC(=O)NCC(=O)N1CCC(C(=O)O)CC1,4%,3%,11%,4%,-8%,-1%,-3%,i
Cc1ccc(-c2nnn(Cc3nc4ccccc4s3)n2)cc1,10%,-4%,-7%,.,-4%,-16%,-6%,-4%
CCOC(=O)C(=O)Nc1cc(Cl)ccc1C,-11%,7%,-1%,9%,1%[53 µM],0%[53 µM],6%,-1%
O=C(CSc1ncn[nH]1)c1ccco1,-4%,-1%,-12%,-10%,-2%,-2%,4%,-1%
CC(=O)CC(=O)Nc1ccc(Cl)cn1,11%,-1%,-4%,26%,-1%,-1%,7%,i
COc1ccc2cc3c(N)nn(C(=O)Cc4ccccc4OC)c3nc2c1,7%,3%,9%,.,0%,-11%,7%,-3%
COC(=O)Cn1c(C)nc2c(sc3nc(C)cc(C)c32)c1=O,6%,2%,5%,8%,-1%,-1%,5%,-7%
CCn1ccnc1CNCc1ccc(OCC(O)CN(C)Cc2ccccc2)cc1 (centres undefined),1%,-1%,11%,-16%,-3%,1%,.,i
Cc1onc(-c2ccccc2Cl)c1C(=O)NCc1ccc(N2CCCC2=O)cc1,-6%,0%,4%,11%,-1%,0%,-2%,-2%
O=C(COC(=O)c1ccccn1)Nc1ccc(S(=O)(=O)N2CCOCC2)cc1,-3%,-8%,3%,-3%,1%,3%,0%,?
C=CC(COCc1ccccc1)N(Cc1ccc(OC)cc1)S(=O)(=O)c1ccccc1Br (centres undefined),4%,-4%&3%,1%,.,-1%&1%,6%&7%,.,-5%
CCN1C2=NCCCN2c2ccccc21,-1%,-5%,6%,5%,-1%,-11%,3%,i
Cc1ccc(OCC(=O)N/N=C/c2ccncc2)cc1C,6%,-3%,5%,7%,-7%,-5%,-4%,i
COc1cccc(NC(=O)CN(C)C(C)C(=O)Nc2cc([N+](=O)[O-])ccc2Cl)c1 (centres undefined),7%,2%,0%,5%,0%,-10%,-8%,-3%
CC(NC(=S)NCCN1CCOCC1)C12CC3CC(CC(C3)C1)C2 (centres undefined),12%,3%,-5%,-26%,-2%,-3%,5%,i
O=S(CCc1ccncc1)Cc1ccccc1 (centres undefined),4%,-3%,-3%,8%[11.4 µM],0%,-9%,-3%,-6%
CCn1c2ccccc2c2nnc(SCC(=O)Nc3ccc4c(c3)OCO4)nc21,-12%,0%,-3%,.,-4%,0%,-6%,?
O=C(CNS(=O)(=O)c1cccs1)N1CCc2ccccc2C1,8%,-7%,-3%,10%,-3%,-11%,0%,0%
COc1ccc(/C=N/NC(=O)Cn2nnc3ccccc32)cc1OC,-6%,-1%,8%,-5%,8%,11%,-1%,0%
Cc1cc(C)c2nc(NC3=NCN(CCN4CCOCC4)CN3)nc(C)c2c1,5%,-4%,4%,0%,-1%,-15%,-8%,-1%
COc1ccc(/C=N/NC(=O)CN2CCSCC2)c(OC)c1,2%,-12%,7%,4%,0%,1%,-1%,-14%
C=C(C)c1cccc(C(C)(C)NC(=O)N2CCN(CC(N)=O)CC2)c1,11%,-4%,0%,.,4%,1%,4%,-3%
COc1ccc(N2CC(NC(=O)NCCC(C)C)CC2=O)cc1 (centres undefined),4%,4%,4%,6%,1%,-3%,-2%,-8%
Cc1ccccc1NC(=O)Cn1nnc2sc3c(c2c1=O)CC(C)(C)OC3,2%,-3%,-4%,-2%,0%,10%,.,-4%
COc1ccc(C2SCC(=O)N2CC23CC4CC(CC(C4)C2)C3)cc1 (centres undefined),-9%,-15%,-2%,.,-3%,-13%,-4%,-6%
COc1cc(C(=O)NCc2ccc3c(c2)OCO3)ccc1OCc1c(C)noc1C,1%,2%,5%,-4%,1%,-2%,-2%,i
CCCCOC(=O)Nc1ccc(C(=O)OC)cc1,4%,0%,6%,14%,-2%,-2%,-1%,-11%
Cc1ccccc1NC(=O)Cc1nc(CCl)cs1,0%,4%,-3%,8%,-2%,2%,2%,4%
CCN1C/C(=N\S(=O)(=O)/N=C2\CN(CC)C(=O)N2CC)N(CC)C1=O,4%,0%,-3%,-1%,-1%,-3%,-10%,-8%
Cc1ccccc1CN(c1ccc(C(=O)NCCC2=CCCCC2)cc1)S(C)(=O)=O,12%,-5%,9%,-5%,-2%,-7%,-4%,-1%
O=C(NCCO)c1cccc2c1C(=O)c1ccccc1-2,-18%,0%,-5%,22%,-8%,-5%,4%,-5%
C=C1C2CC[C@@]3(C)C(c4ccoc4)OC(=O)C[C@@]13OC1CC(=O)C(C)(C)C(CC(=O)OC)[C@]12C (some centres undefined),-1%,5%,.,.,1%,4%,.,12%
Cc1ccc(-c2ccc(=O)n(CC(=O)NCCN(C)C)n2)cc1,5%,-5%,-2%,-1%,5%,2%,4%,-2%
COC(=O)CCNc1n[nH]c(=O)[nH]c1=O,-4%,3%,19%,0%,0%,-3%,-5%,13%
CCOc1ccccc1NC(=O)C1CCN(S(=O)(=O)c2c(C)noc2C)CC1,-10%,-3%,0%,.,-3%,4%,-3%,6%
CCCS(=O)(=O)c1c(S(=O)(=O)CCC)c2c3ccccc3ccn2c1C(=O)OC,7%,-4%,-3%,0%,-1%,-16%,-10%,-3%
CCOC(=O)CN(C(=O)COc1nc(C)cc(C)c1C#N)c1cccc(Cl)c1,-4%,-6%,-2%,24%,-4%,-1%,.,-7%
O=c1[nH]nc(CNc2cccc(C(F)(F)F)c2)c2ccccc12,5%,.,-3%,7%,-5%,-10%,-2%,-3%
CC(C)c1onc(C(=O)Nc2cccc(Cl)c2)c1[N+](=O)[O-],3%,-16%,2%,.,1%,-7%,-8%,-3%

# Later entries.
SMILES,RGS12 GoLoco inh,aGlu spleen mod,GAA glycogen mod,L3MBTL1 inh,TR SRC2 fluor cs,TRb-SRC2 inh,GAA inhib,RECQ1 inh
O=C(COc1ccccc1)NCCc1nc2ccccc2[nH]1,-8%,3%,1%,.,2%,-17%,11%,i
CCC(=O)Nc1nc2ccc(NC(C)=O)cc2s1,10%,-6%,-10%,12%,2%,0%,-3%,i
Cc1ccc2c(c1)N(C(=O)CCC(=O)Nc1ccccc1Cl)CC(C)O2 (centres undefined),.,.,-7%&-2%[76.3 µM],1%,0%,4%,.,.
CCCCC[n+]1ccn(C2=C([O-])c3ccccc3C(=O)/C2=N\S(=O)(=O)c2ccccc2)c1,9%,-11%,14%,2%,-4%,-1%,1%,i
Cc1ccc(-c2nnc(SCc3nc(N)nc(Nc4ccccc4C)n3)n2N)cc1,-2%,-8%,2%,.,-1%,-4%,2%,-9%
O=[N+]([O-])c1ccc(N(c2ccccc2)c2ccccc2)cc1,-2%,3%,-1%,104%[activator],-1%,-31%,2%,i
CC(=O)OCc1ccco1,2%,-1%,.,.,-4%,9%,.,-6%
NS(=O)(=O)c1ccc(NC(=S)N2CCN(c3ccc(Cl)c(Cl)c3)CC2)cc1,-4%,-1%,-3%,-5%,0%,1%,1%,-6%
CC(N)CCCC(C)(C)O (centres undefined),-7%,-9%,.,.,0%,2%,.,i
Cc1cc(C)cc(OCC(=O)Nc2ccc(N3CCN(C(=O)c4ccco4)CC3)cc2)c1,-5%,-3%,5%,-10%,4%,-19%,3%,-6%
CC1CCCC(C)N1c1nnc(NC(=O)c2cc(-c3ccc(Br)cc3)on2)s1 (centres undefined),0%,5%,11%,.,0%,-7%,-7%,-5%
CCOC(Cn1c(-c2ccc(OC)cc2)nc2ccccc21)OCC,5%,2%,0%,.,-6%,-2%,-2%,-9%
